Source: PubChem BioAssay
KDM5B inh: KDM5B demethylase inhibition; Potency, µM (titrated, usually from 57.7 µM), for inactives: at the highest dose activity change, negative = inhibition, most hits filed as inhibitors; AID 1347165; actives 2.6% (n = 220,000); KDM5B demethylase, FDH-coupled NADH fluorescence (FDH is formaldehyde dehydrogenase); Q9UGL1; active = well fitted inhibition curve with a large enough effect; inconclusive = small, poorly fitted or top-dose-only effect; inactive = no such curve, though single readings can be large or run the other way; note: 0% is about no effect; nearly all actives have a fitted effect of over 70% in size
Target sequence (Q9UGL1 whole entry, looked up): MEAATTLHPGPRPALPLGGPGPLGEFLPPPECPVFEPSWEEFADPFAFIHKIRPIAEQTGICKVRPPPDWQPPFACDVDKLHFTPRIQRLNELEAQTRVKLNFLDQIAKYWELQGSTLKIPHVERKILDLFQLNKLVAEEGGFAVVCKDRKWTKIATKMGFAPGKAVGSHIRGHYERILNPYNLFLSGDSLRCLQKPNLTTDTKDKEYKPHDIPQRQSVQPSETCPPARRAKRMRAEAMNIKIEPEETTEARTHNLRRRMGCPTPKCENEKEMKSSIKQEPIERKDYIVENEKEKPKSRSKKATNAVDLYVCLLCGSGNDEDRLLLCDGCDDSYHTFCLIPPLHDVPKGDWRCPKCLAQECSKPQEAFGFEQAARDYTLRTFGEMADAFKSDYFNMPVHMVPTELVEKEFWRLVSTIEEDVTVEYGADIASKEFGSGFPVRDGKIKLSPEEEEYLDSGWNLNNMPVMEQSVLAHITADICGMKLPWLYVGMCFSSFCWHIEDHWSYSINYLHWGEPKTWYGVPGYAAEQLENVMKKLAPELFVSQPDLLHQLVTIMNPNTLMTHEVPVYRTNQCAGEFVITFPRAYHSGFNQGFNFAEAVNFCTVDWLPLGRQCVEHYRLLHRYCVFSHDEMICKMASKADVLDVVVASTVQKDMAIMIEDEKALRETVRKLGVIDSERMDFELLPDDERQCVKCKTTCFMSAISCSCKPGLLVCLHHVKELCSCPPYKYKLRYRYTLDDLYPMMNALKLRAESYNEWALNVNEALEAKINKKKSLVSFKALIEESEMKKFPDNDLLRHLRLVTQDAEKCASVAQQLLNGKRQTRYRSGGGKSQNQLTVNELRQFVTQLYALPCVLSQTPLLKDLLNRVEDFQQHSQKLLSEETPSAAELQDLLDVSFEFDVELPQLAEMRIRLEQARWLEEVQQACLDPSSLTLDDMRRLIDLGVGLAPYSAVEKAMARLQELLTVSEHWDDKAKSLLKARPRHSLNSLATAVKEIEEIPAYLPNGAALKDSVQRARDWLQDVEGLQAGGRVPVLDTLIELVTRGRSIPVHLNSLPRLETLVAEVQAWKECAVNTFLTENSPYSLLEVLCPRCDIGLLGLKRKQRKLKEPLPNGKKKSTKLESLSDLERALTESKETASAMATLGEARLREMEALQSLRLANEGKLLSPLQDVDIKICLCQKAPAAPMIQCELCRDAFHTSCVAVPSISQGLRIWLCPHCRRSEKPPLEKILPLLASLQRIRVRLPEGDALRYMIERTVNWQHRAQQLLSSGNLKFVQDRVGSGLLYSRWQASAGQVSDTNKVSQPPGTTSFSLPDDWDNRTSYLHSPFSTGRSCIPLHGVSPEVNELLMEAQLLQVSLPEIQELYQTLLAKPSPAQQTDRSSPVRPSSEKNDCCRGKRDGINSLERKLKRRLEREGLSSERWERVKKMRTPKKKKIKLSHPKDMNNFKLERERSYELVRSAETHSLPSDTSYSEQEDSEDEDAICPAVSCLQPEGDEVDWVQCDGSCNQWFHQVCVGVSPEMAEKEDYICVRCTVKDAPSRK
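qHTS format, multiple compound concentrations. Buffer 50 mM HEPES pH 7.5/0.01% Tween-20; 200 nM KDM5BΔAP final; 10 min compound preincubation; substrate-mix levels 12.5 µM peptide, 25 µM α-KG, 0.25 mM NAD⁺; 30 min RT; ΔRFU.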
The depositor's hits bear a star; i = inactive; ? = inconclusive; [ ] = dose if it differs, or a comment. Potency is the fitted concentration of half-maximal effect. The list is partial; rates above refer to the full screens.

SMILES	KDM5B inh
COc1ccc(-c2ccc(CCC(=O)O)n2-c2ccccc2C(F)(F)F)cc1	?
CNC(=O)N1C[C@@H](CN(C)C)[C@H](NC(=O)c2ccc(C(F)(F)F)cc2)C1	17%
O=C(CCc1nnc2ccc(NCc3ccc4c(c3)OCO4)nn12)N1CCN(c2ccccc2)CC1	16%
COc1cc(CC(=O)OCc2ccccc2Br)cc(OC)c1OC	13%
CCOc1ccc2c(c1)cc(C(=O)Nc1cccc(C)c1)n2C	10%
CSc1ccc(NC(=O)CC2C=CCC2)cc1 (stereo unspecified)	-5%
CCc1nc2c(c(-c3ccc(Cl)cc3)n1)CCN([S+](=O)([O-])c1c(C)noc1C)CC2	14%
Cc1ccsc1CNC(=O)c1cnccn1	22%
COc1ccc(C(=O)N2CCC(c3nc(C4CCOCC4)no3)C2)cc1OC (stereo unspecified)	?
O=C(/C=C/c1ccco1)N(Cc1cccs1)Cc1cccs1	?
CC(C)(CO)NC(=O)c1nc(-c2ccc(COc3ccc4c(c3)OCO4)cc2)no1	-4%
COc1cccc(-c2cc(C3CCN(C(=O)c4ccc(Br)cc4)CC3)[nH]n2)c1	-12%
CCC(Oc1ccccc1F)C(=O)N1CCC(c2nc3ccccc3o2)CC1 (stereo unspecified)	10%
O=C(CC1CCCCC1)N1CC(CO)C2(CCNCC2)C1 (stereo unspecified)	1%
N#Cc1cc2cc3c(cc2nc1SCC(=O)N1CCOCC1)OCCO3	?
CC(C)CCCC(C)NC(=O)C1CCN(c2nc(Cl)nc3nc[nH]c23)CC1 (stereo unspecified)	?
C=CCOc1ccccc1C(=O)Nc1cccc(C#N)c1	-3%
COC(=O)COc1ccc2c(c1)OCC2=O	0%
CCOCCn1ccc2c(OCC(=O)Nc3cc(C(F)(F)F)ccc3Cl)cccc2c1=O	-1%
CCOC(=O)C1CCN(C(=O)c2cc3cc(F)ccc3[nH]2)CC1	-3%
CCOC(=O)C1=C(COC(=O)C2CC(=O)N(CCc3ccccc3)C2)NC(=O)NC1C (stereo unspecified)	17%
COc1cc(=O)n2c(c1C(=O)Nc1ccc(F)c(F)c1)CCCC2	2%
CCc1nc(CN(C)C(C(=O)O)c2ccc(C(C)(C)C#N)cc2)no1 (stereo unspecified)	-25%
CC(C)(/C=N/O)/[N+]([O-])=C/C=[N+](\[O-])C(C)(C)/C=N/O	-2%
COc1ccccc1N1CCCc2ncc(C(=O)NCc3ccccc3)cc21	?

Another view of 3 compounds above:
C=CCOc1ccccc1C(=O)Nc1cccc(C#N)c1
  KDM5B inh: -3%

COC(=O)COc1ccc2c(c1)OCC2=O
  KDM5B inh: 0%

CCOCCn1ccc2c(OCC(=O)Nc3cc(C(F)(F)F)ccc3Cl)cccc2c1=O
  KDM5B inh: -1%

Other entries
SMILES	KDM5B inh
CC(C)[S+](=O)([O-])N1CCN(c2ccc(C=O)cc2)C(=O)C1	-18%[149 µM]
COc1ccc(-c2noc(Nc3ccc(C)c(C)c3)n2)cc1	6%
O=C1Nc2ccccc2CC12CCCN(CC1CCCCC1)C2 (stereo unspecified)	16%[149 µM]
O=C(CC1N=C2c3ccccc3N=C(SCc3ccc(F)cc3)N2C1=O)NCCc1ccccc1 (stereo unspecified)	?
CC(C)(C)OC(=O)N1CC(NCc2ccccn2)C1	11%[149 µM]
COC[C@@]12CC[C@@H](N3CCOCC3)C[C@H]1CCN(Cc1cnc(N(C)C)nc1)C2	?
COc1cc(/C=C(\C#N)c2nc3ccccc3[nH]2)cc(OC)c1OC	-6%
Cc1ccccc1C(=O)N1CCC(c2nn(C)c(=O)[nH]2)CC1	-4%[86.2 µM]
CC(C)Cc1cnc(-c2ccccc2)[nH]1	-9%[230 µM]
O=C(NCc1ccccn1)C(=O)Nc1ccccc1	-8%
COc1ccc2c(c1)CC(C(=O)N1CCC(C(N)=O)CC1)CO2 (stereo unspecified)	9%
O=[N+]([O-])c1ccc(S(=O)(=O)N2CCN(Cc3ccco3)CC2)cc1	?
COc1ccccc1C1NC(=O)N(CC2CC2)C2=C1C(=O)OC2 (stereo unspecified)	21%
CCCCCCCCc1ccc(-c2ccc(C(=O)OC(C)C(=O)OC(C)C)cc2)cc1 (stereo unspecified)	16%
CCN(CC)c1ccc2cc(-c3nnc(Nc4ccc(C)cc4)s3)c(=O)oc2c1	9%
O=c1[nH]c(=S)[nH]cc1Oc1ccc(Cl)cc1Cl	-10%
O=S1(=O)c2ccccc2-c2c(nnn2Cc2ccccc2)CN1C1CC1	29%
O=C(NCc1cccnc1-n1cccn1)c1cccc(NC(=O)c2cccnc2)c1	12%
COc1ccc(CNC(=O)O[C@H]2COCCN(c3nc4ccccc4s3)C2)cc1	-4%[86.2 µM]
CCOC(=O)C1=C(C)N=C2SC=C(CC(=O)NC3CC3)N2C1c1ccccc1C (stereo unspecified)	?
CC(=O)NCC(=O)N1CCC(N2C(=O)C(OCC3CC3)C23CCCCC3)CC1 (stereo unspecified)	1%
O=C(c1ccc(Cl)cc1)N1CCC2(COc3ccncc3[S+](=O)([O-])N2)C1 (stereo unspecified)	10%[115 µM]
O=C1Nc2ccccc2C1CCO (stereo unspecified)	8%
COc1ccc(Cn2c3c(c(=O)n2Cc2ccccc2)CCN(Cc2cccc(O)c2)C3)cc1	-12%
COc1cc(CN(CC2CCCO2)C(=O)COc2ccc(Cl)cc2C)cc(OC)c1OC (stereo unspecified)	-11%

Ordered by formula weight (rising): 6 of the compounds above
SMILES	KDM5B inh
O=C1Nc2ccccc2C1CCO (stereo unspecified)	8%
CC(C)(C)OC(=O)N1CC(NCc2ccccn2)C1	11%[149 µM]
COc1cc(/C=C(\C#N)c2nc3ccccc3[nH]2)cc(OC)c1OC	-6%
O=S1(=O)c2ccccc2-c2c(nnn2Cc2ccccc2)CN1C1CC1	29%
COC[C@@]12CC[C@@H](N3CCOCC3)C[C@H]1CCN(Cc1cnc(N(C)C)nc1)C2	?
CCOC(=O)C1=C(C)N=C2SC=C(CC(=O)NC3CC3)N2C1c1ccccc1C (stereo unspecified)	?

(cont.)
SMILES	KDM5B inh
COc1ccc(/C=C/C(=O)Nc2cccc(F)c2)cc1	-10%
CCN(CC)S(=O)(=O)c1ccc(NC(=O)COc2ccc3c(C)cc(=O)oc3c2)cc1	?
CCCCc1ccc(NC(=O)Cn2cccc2-c2nc(-c3ccc4c(c3)OCO4)no2)cc1	-12%
O=C1CCN(Cc2ccc(C(F)(F)F)cc2)CCCC(c2nc(-c3cnccn3)no2)CCN1 (stereo unspecified)	?
Cc1ccc(NC(=O)Nc2nnc(C(C)C)s2)cc1C	9%
CCOc1ccccc1Oc1c(C)oc2cc(OCC(=O)Nc3ccc(O)cc3C)ccc2c1=O	-19%
COc1cccc(CNC(=O)c2ccc(CSc3nc4ccncc4n3Cc3cccc(C)c3)cc2)c1	?
COc1ccc(C[C@H](NC(=O)C2=C[C@@H](NC(=O)c3cc(OC)ccc3Br)[C@@H](O)[C@H](O)C2)C(N)=O)cc1	-23%
CCc1ccc2c(c1)c(=O)c(C(=O)c1ccccc1)cn2CC(=O)Nc1ccc(C)c(Cl)c1	-13%
CN(C)c1ccc(C(=O)N2CCC3(CC2)N=C(c2cccc(Br)c2)NO3)cc1	?
Cc1ccc(S(=O)(=O)N2CCN(C)CC2)cc1C(=O)NC1CCCCC1	23%
COc1cccc(N2CCN(CCS(=O)(=O)c3ccc(Br)cc3)CC2)c1	-1%
CCOc1ccccc1NC(=O)c1cn(C2CCCCC2)c(=O)c2c1c1ccccc1n2C	2%
O=C(CSc1nc(=O)n(Cc2ccncc2)c2c1CCC2)Nc1cccc(Cl)c1	8%
N#CC1CCN(C(=O)c2nc(-c3cccnc3)c3cnccn23)CC1	i
Cc1ccc(Nc2nc(NC3CCCCC3)nc3c2cnn3C)cc1	-22%
Cc1nc(-c2cccc(Cl)c2)n(Cc2cc(=O)n3ccccc3n2)c(=O)c1CCO	32µM*
Cc1cnc(C(=O)N[C@@H]2CCC[C@@H]2C(=O)NCCc2ccc(Cl)cc2)cn1	-7%
Cc1ccc(NS(=O)(=O)c2cc([N+](=O)[O-])ccc2N/N=C/c2ccc(N(c3ccccc3)c3ccccc3)cc2)c(C)c1	10%
c1ccc(O[C@H]2COCCN(c3nc4ccccc4s3)C2)cc1	-3%[86.2 µM]
O=C(OCc1ccccc1)N1CCOCC12CCN(Cc1cccnc1)CC2	-35%[86.2 µM]
CCC(C)NC(=S)NC1CCCCC1 (stereo unspecified)	15%
O=C(Nc1cccc2[nH]ccc12)C(=O)N1CCCC1	9%
Cc1ccc(-c2cc(C(=O)N3CCN(C(=O)C4CC4)CC3)c3ccccc3n2)o1	?
CC(C)NC(=O)N1Cc2ccccc2OC2(CCN(C(=O)c3ccc4[nH]ccc4c3)CC2)C1	24%[115 µM]
Other entries.
SMILES	KDM5B inh
O=C(NCc1ccccc1)C1CCN(c2cn[nH]c(=O)c2)C1 (stereo unspecified)	-17%
Cc1noc2c(-c3cccnc3NC3CCN(C)CC3)cc(-c3ccc(Cl)cc3)nc12	?
CCc1cccc(NC(=O)Cn2nc3ccc(S(=O)(=O)C(C)(C)C)nn3c2=O)c1	3%
Cc1ccc2c(CNC3CCCC3)c(C(=O)O)n(Cc3ccc(F)cc3)c2c1	?
CC(=O)Nc1ccc(CNC(=O)c2nccnc2N)cc1	?
O=C1NC(C(=O)NCc2cccnc2)Cn2cccc21 (stereo unspecified)	12%
CC(C)[C@@H](NC(=O)OC(C)(C)C)C(=O)NCC1CCC(C(=O)N[C@@H](Cc2ccccc2)C(=O)O)CC1 (stereo partly specified)	-51%
CC(C)c1nn2c(=O)cc(COC(=O)c3ccccc3NC(=O)C3CCCCC3)nc2s1	-16%
O[C@@H]1C[C@@H](c2nc(-c3ccc(OC(F)(F)F)cc3)no2)N(Cc2ncc[nH]2)C1	-14%[86.2 µM]
FC(F)(F)c1cc(-c2ccco2)nc2c(-c3cccc(Cl)c3)cnn12	6%
CCOc1ccc(CN(C)C(=O)NC(c2ccc3c(c2)OCCCO3)C(C)C)cc1 (stereo unspecified)	10%
CC(CCc1ccccc1)NC(=O)c1ccc2c(Cl)c3c(nc2c1)CCC3 (stereo unspecified)	?
CO[C@H]1C(=O)N(C(C)C)[C@H]1C1CCN(S(C)(=O)=O)CC1	23%
COc1ccc(C2Cn3nnc(-c4nc(-c5cccc(Cl)c5)no4)c3CO2)cc1 (stereo unspecified)	?
Cc1ccc(-c2nc(C(=O)N3CCN(c4ccccc4)CC3)c3n2CCCCC3)cc1	11%
Cc1ccc(N(CC(=O)Nc2ccc(OC(F)(F)F)cc2)S(=O)(=O)c2c(C)noc2C)cc1	6%
COc1cc2cc(CN3CCC[C@H]3CO)c(-c3cccc(Cl)c3)nc2cc1OC	25µM*
O=C(O)c1ccc(Nc2nc(-c3cccnc3)cs2)cc1	20%
CCC(=O)Oc1ccc2c(=O)c(-c3ccc(OC)cc3)c(C)oc2c1	?
CCc1ccc(NC(=O)CN(C)S(=O)(=O)c2ccc3c(c2)c(=O)n(C)c(=O)n3C)cc1	2%
COc1ccc(-c2onc(C)c2C)cc1S(=O)(=O)N1CCC(C)CC1	-14%
CCOc1ccccc1Oc1coc2cc(OCc3ccc(OC)cc3)ccc2c1=O	19%
Cc1onc(C(=O)N2C[C@@H](Oc3cccnc3)C[C@H]2C(N)=O)c1Cn1cccn1	-20%
COc1ccc(CNCc2c(C(=O)O)n(Cc3ccc(F)cc3)c3cc(C)ccc23)cc1OC	?
O=C(NCCc1nc2ccccc2n1CCCOc1ccc(Cl)cc1)C1CCCCC1	1%
(list continues)
SMILES	KDM5B inh
O=C(/C=C/c1cccc(Cl)c1Cl)c1ccccc1OC(F)F	?
O=C(NC1CCN(C(=O)N2CC3CC(C2)[C@H]2CCCC(=O)N2C3)CC1)c1cccnc1 (stereo partly specified)	2%
CC(C)Cn1c(-c2ccc(C#N)cc2)nc2c1c(=O)[nH]c(=O)n2CC(C)C	?
CN1CCOC[C@H]2CCN(C(=O)c3ccsc3)C[C@H]21	-2%
O=C(NC1CCCN(c2cc(-c3ccc(F)cc3)[nH]n2)C1)c1cc(Cl)ccc1F (stereo unspecified)	-8%
COc1ccc2ccc(OCc3nc(C(=O)N4CCCNC(=O)C4)co3)cc2c1	7%
CCOc1ccccc1CNC(=O)CCn1ccc(C)n1	12%
O=C1/C(=C/c2coc3ccc(O)cc3c2=O)SC(=S)N1c1ccccc1	12%
CNc1c(NC(=O)Nc2ccc(Br)cc2F)c(=O)oc2ccccc12	7%
O=C1N(C2CCOCC2)C[C@H]2CN(CCCc3ccccc3)CCN12	18%[86.2 µM]
COc1ccc(-n2c(=O)c3c(n2Cc2ccccc2)CN(Cc2c(C)noc2C)CC3)cc1	-24%
CC1=C[C@@H](CNC(=O)c2cnccn2)[C@H](C(C)C)C[C@H]1CC(=O)O	-26%[86.2 µM]
O=C1NCCOCCCN(C(=O)NCCc2ccccc2)[C@H]2CCC[C@@H]12	25%
Cc1nc2ccc(C(=O)NC(C)CCCC(C)C)cc2nc1C (stereo unspecified)	14%

Two compounds picked at random from the list so far:
SMILES	KDM5B inh
O=C1/C(=C/c2coc3ccc(O)cc3c2=O)SC(=S)N1c1ccccc1	12%
O=C(NC1CCN(C(=O)N2CC3CC(C2)[C@H]2CCCC(=O)N2C3)CC1)c1cccnc1 (stereo partly specified)	2%
